TNAP inh Pi: blocks human TNAP phosphate release | P05186 | purified TNAP, pNPP, malachite green phosphate absorbance | inhibition, % at 20 µM | 21,000 tested, under 10 active | AID 614
Target sequence (P05186 whole entry, looked up): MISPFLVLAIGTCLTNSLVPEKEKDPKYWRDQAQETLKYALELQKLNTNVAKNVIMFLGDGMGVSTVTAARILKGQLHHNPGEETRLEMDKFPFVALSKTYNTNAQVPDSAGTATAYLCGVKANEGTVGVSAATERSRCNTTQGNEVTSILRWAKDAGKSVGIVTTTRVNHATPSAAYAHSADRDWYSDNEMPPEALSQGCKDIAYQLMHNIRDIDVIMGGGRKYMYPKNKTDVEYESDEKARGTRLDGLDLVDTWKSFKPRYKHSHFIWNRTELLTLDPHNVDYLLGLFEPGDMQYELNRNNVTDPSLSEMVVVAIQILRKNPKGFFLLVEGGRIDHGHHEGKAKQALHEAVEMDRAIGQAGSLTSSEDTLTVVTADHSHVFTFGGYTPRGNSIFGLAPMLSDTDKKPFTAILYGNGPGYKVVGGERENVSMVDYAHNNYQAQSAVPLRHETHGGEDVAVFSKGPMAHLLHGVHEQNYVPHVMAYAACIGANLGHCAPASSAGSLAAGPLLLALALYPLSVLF
TNAP inh pNP: inhibitors of human tissue-nonspecific alkaline phosphatase. P05186. purified TNAP, pNPP hydrolysis, absorbance 405 nm. inhibition, % at 20 µM. 21,000 tested, under 10 active. AID 615;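 further: 0% = DMSO only wells and 100% = 1 mM levamisole wells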
* marks the source's active call; other numbers are inactive results; & = joins results of further samples.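 How the source made its calls: active means inhibition above 50% at the 20 µM single-dose screen; inactive means the rest.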

nr	smiles	TNAP inh Pi	TNAP inh pNP
1	CN(C)CCOC(C)(c1ccccc1)c1ccccn1 (centres undefined)	0.0	0.0
2	CCN(CC)CCNC(=O)c1cc(Cl)c(N)cc1OC	9.5	2.9
3	OCCN1CCN(CCCN2c3ccccc3Sc3ccc(Cl)cc32)CC1	8.2	5.7
4	O=C(CCNNC(=O)c1ccncc1)NCc1ccccc1	5.0	1.8
5	COc1ccc(/C=C/C(=O)Nc2ccccc2C(=O)O)cc1OC	-2.5	-3.2
6	Cc1cc(-c2ccccc2)nnc1NCCN1CCOCC1	7.9	5.4
7	Cc1nc2ccccn2c(=O)c1CCN1CCC(C(=O)c2ccc(F)cc2)CC1	9.8	5.7
8	C1CCC(C(CC2CCCCN2)C2CCCCC2)CC1 (centres undefined)	-0.6	7.9
9	O=S(=O)(c1cccc2cnccc12)N1CCCNCC1	0.0	0.0
10	O=C(NCCc1c[nH]c2ccccc12)c1cccnc1	0.5	0.5
11	CC[N+](C)(CC)CCOC(=O)C(O)(c1ccccc1)C1CCCCC1 (centres undefined)	9.0	4.7
12	Oc1ccc(/C=C/c2cc(O)cc(O)c2)cc1	4.0	3.6
13	C[C@]12CCC(=O)C=C1CC[C@@H]1[C@@H]2CC[C@@]2(C)[C@H]1CC[C@]2(O)C(=O)CO	0.0	0.0
14	CCC(C)n1ncn(-c2ccc(N3CCN(c4ccc(OCC5COC(Cn6cncn6)(c6ccc(Cl)cc6Cl)O5)cc4)CC3)cc2)c1=O (centres undefined)	10.6	6.8
15	CC(COc1ccccc1)NC(C)C(O)c1ccc(O)cc1 (centres undefined)	6.8	4.3
16	c1ccc(CN(CC2=NCCN2)c2ccccc2)cc1	-3.7&1.8	0.7&0.5
17	O=C(c1ccc(F)cc1)C1CCN(CCn2c(=O)[nH]c3ccccc3c2=O)CC1	6.4	1.5

Shown with values under each structure: 2 of the compounds above
Second line of a record: TNAP inh Pi	TNAP inh pNP
4. O=C(CCNNC(=O)c1ccncc1)NCc1ccccc1
  5.0	1.8
5. COc1ccc(/C=C/C(=O)Nc2ccccc2C(=O)O)cc1OC
  -2.5	-3.2

Entries of single compounds from above. Order of values: TNAP inh Pi, TNAP inh pNP
Shown for `Oc1ccc(/C=C/c2cc(O)cc(O)c2)cc1` → 4.0, 3.6
Shown for `Cc1nc2ccccn2c(=O)c1CCN1CCC(C(=O)c2ccc(F)cc2)CC1` → 9.8, 5.7
Shown for `O=C(c1ccc(F)cc1)C1CCN(CCn2c(=O)[nH]c3ccccc3c2=O)CC1` → 6.4, 1.5
Shown for `O=S(=O)(c1cccc2cnccc12)N1CCCNCC1` → 0.0, 0.0
Shown for `Cc1cc(-c2ccccc2)nnc1NCCN1CCOCC1` → 7.9, 5.4

These rows are one share of the data. The share of hits here may be higher or lower than overall.
